AHR act: activates the human aryl hydrocarbon receptor; P35869; AID 2796; AHR-responsive luciferase reporter cells, luminescence; activation, % at 5 µM; 320,000 compounds, 2.5% hits; in the data active means activation above about 47%;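 further: 0% = vehicle wells and 100% = reference agonist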
ZTA counter: ZTA (EBV) inhibition in EBNA-1 counter-screen; 320,000 compounds, 0.15% hits; ZTA-DNA binding, fluorescence polarization; inhibition, % at 11 µM; P03206; in the data active means inhibition above about 33%
procasp7 counter: activates human procaspase-7, counter-screen for procaspase-3 activators. P55210. recombinant procaspase-7, Ac-DEVD-pNA absorbance 405 nm; D23A/D198A/D206A triple mutant, cannot self-cleave; scale: DMSO 0, 5 µM enzyme 100. activation, % at 8.5 µM. 330,000 compounds, 0.093% hits;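 active means percent activation above the screen-wide mean plus 3 SD, cut at about 25% in these data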
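Material: Procaspase-7 triple mutant (PC-7 D3A) | Quantity: 2 µM procaspase-7 mutant as dispensed | Reagent: DEVD-pNA substrate | Times: 1 h preincubation, 2 h reaction | Technique: 405 nm absorbance of p-nitroaniline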
MEP2-GFP yeast: yeast TOR pathway MEP2-GFP modulation | 330,000 compounds, 0.51% hits | S. cerevisiae MEP2-GFP strain, flow cytometry GFP, 3 h; 100% = DMSO control level | AID 2016 | GFP response vs DMSO, % at 10 µM;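 active means GFP response versus DMSO above a set limit, roughly screen mean plus 3 SD, cut at about 180% in these data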;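 further: median GFP fluorescence of the barcode-gated MEP2-GFP cells per well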
RPL19A TOR yeast: yeast TOR pathway RPL19A-GFP modulation; S. cerevisiae RPL19A-GFP strain, flow cytometry, 3 h; hits give low values; percent response vs DMSO, % at 10 µM; 330,000 compounds, 0.3% hits;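 active means percent response vs DMSO below 50%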;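 further: median channel GFP fluorescence of the barcoded RPL19A-GFP strain; ratio of sample median GFP to plate DMSO average so 100% = DMSO; lower means less RPL19A-GFP as with rapamycin TOR inhibition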
LAP4-GFP MLPCN: alters LAP4-GFP fluorescence in TOR pathway yeast screen; 320,000 compounds, 0.34% hits; GFP response vs DMSO, % at 10 µM; S. cerevisiae LAP4-GFP multiplex, flow cytometry GFP, 3 h; median GFP as percent of DMSO wells; AID 2023;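 active means GFP response vs DMSO above a set limit, about the screen mean plus 3 SD, cut at about 150% in these data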
EBNA-1 inhibitor: blocks EBNA-1 binding to DNA. EBNA-1 DNA binding, fluorescence polarization. inhibition, % at 14.8 µM. 300,000 compounds, 0.34% hits. AID 1950; in the data active means inhibition above about 28%
proCasp3 act: procaspase-3 (human) activation | P42574 | recombinant procaspase-3 D3A, Ac-DEVD-pNA absorbance 405 nm | activation, % at 8.5 µM | 330,000 compounds, 0.11% hits;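 active means activation above the mean of all tested compounds plus 3 SD, cut at about 21% in these data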;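 further: 0% = DMSO alone and 100% = DMSO wells spiked with extra 5 µM PC-3 D3A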
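System: Procaspase-3 D3A mutant. Medium: Zinc-free 300 mM NaCl, 50 mM HEPES, 0.01% Triton X-100. Schedule: 1 h preincubation plus 2 h reaction at 25 °C. Measured by: 405 nm absorbance of p-nitroaniline, reads at 0 and 120 min. Read-out: percent activation relative to control range.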
Numbers without * were called inactive; · = no result given; [ ] = another dose, or the depositor's remark.

SMILES | AHR act | ZTA counter | procasp7 counter | MEP2-GFP yeast | RPL19A TOR yeast | LAP4-GFP MLPCN | EBNA-1 inhibitor | proCasp3 act
O=C(CCc1nc2ccccc2c(=O)[nH]1)Nc1cccc(S(=O)(=O)N2CCCCC2)c1 | 1 | -2 | 5 | 104 | 103 | 96 | 6 | -4
O=C(OCC(=O)N1CCc2ccccc21)[C@@H]1CC(O)CN1S(=O)(=O)c1ccc(Cl)cc1 (stereo not given in full) | 7 | · | 4 | 101 | 96 | 99 | · | -2
CC1=C(C(=O)Nc2ccc(C)cc2C)C(c2cccc([N+](=O)[O-])c2)n2nc(C(=O)OC(C)C)nc2N1 (stereo not given) | -3 | -4 | 4 | 102 | 97 | 94 | 14 | 8
CCc1cccc(CC)c1NC(=O)COC(=O)c1ccccc1-c1nc2ccccc2s1 | 2 | -7 | -5 | 96 | 99 | 86 | -9 | 5
COc1ccc(C(c2nnnn2Cc2ccc(F)cc2)N2CCN(c3ccccc3)CC2)cc1 (stereo not given) | 2 | 4 | 9 | 103 | 99 | 109 | -6 | 6
CCOc1ccc(NS(=O)(=O)c2cc3c4c(c2)C(C)C(=O)N4CCC3)cc1 (stereo not given) | 0 | -12 | 0 | 106 | 97 | 84 | -8 | -6
COc1cc(NC(=S)NCCSc2ccc(C)cc2)cc(OC)c1 | 7 | 3 | -6 | 96 | 99 | 95 | 2 | -1
CC(NC(=O)COc1ncnc2cc([N+](=O)[O-])ccc12)c1ccccc1 (stereo not given) | 2 | -9 | 1 | 98 | 99 | 92 | 1 | -1
O=C1CC(c2ccc(F)cc2)Sc2nc(C34CC5CC(CC(C5)C3)C4)nn21 (stereo not given) | 1 | 12 | -1 | 99 | 103 | 110 | 4 | -3
O=C(NCCc1csc(-c2ccccc2)n1)c1cccs1 | 5 | -25 | 5 | 98 | 102 | 101 | 4 | 8
CCC(=O)N(CCC(c1ccccc1)c1ccco1)Cc1cccs1 (stereo not given) | -1 | 24 | -1 | 100 | 104 | 107 | 3 | -1
C#CC(CC)(CC)NC(=S)Nc1ccc(S(N)(=O)=O)cc1 | -1 | 2 | 3 | 106 | 98 | 96 | -7 | -1
COc1ccc(CCNC(=O)C2CCCN2C(=O)Nc2cccc(C(C)=O)c2)cc1OC (stereo not given) | 1 | -7 | 10 | 106 | 106 | 106 | 8 | 0
N#CC1=C(N)OC2=C(C(=O)CCC2)C1c1ccc(OC(=O)N2CCOCC2)cc1 (stereo not given) | 0 | -8 | -10 | 94 | 93 | 91 | 2 | -7
NS(=O)(=O)c1ccc(NC(=O)COC(=O)Cc2c[nH]c3ccccc23)cc1 | 25 | · | 6 | 97 | 99 | 98 | · | 6
C=CCn1c(=NC(=O)C2CC2)sc2cc(NC(C)=O)ccc21 | 62* | 8 | -1 | 101 | 104 | 106 | 8 | -1
CC(C)(C)c1cc(NC(=O)Nc2ccccc2)no1 | 9 | -8 | -6 | 97 | 94 | 121 | 8 | 9
O=C(NCC(c1cccs1)N1CCOCC1)c1cn(-c2ccccc2)nc1-c1ccc(Cl)cc1 (stereo not given) | 0 | 2 | 6 | 97 | 96 | 99 | -5 | 3
COc1ccc(/C=N/NC(=O)c2c(-c3ccccc3)noc2C)cc1[N+](=O)[O-] | 3 | 16 | 1 | 100 | 95 | 103 | 7 | -1
O=C(O)c1ccc(N/N=C/c2cc3c(cc2[N+](=O)[O-])OCO3)cc1 | -7 | -3 | 0 | 94 | 93 | 96 | -8 | -1
O=C(CSc1nc(C2CC2)nc2c1cnn2-c1ccccc1)Nc1c[nH]c(=O)[nH]c1=O | 3 | 2 | 3 | 101 | 101 | 96 | -8 | -2
Cc1ccc(CS(=O)Cc2ccc(C(=O)NCCc3ccccc3)o2)cc1 (stereo not given) | 6 | -11 | 1 | 107 | 105 | 104 | -8 | 2
CC(=O)c1ccc(N(CC(=O)NCc2ccc3c(c2)OCO3)C(=O)c2csnn2)cc1 | 0 | 6 | -5 | 111 | 101 | 92 | 2 | -5
O=C(CN1CCN(c2cccc(C(F)(F)F)c2)CC1)N(C1CCCC1)C1CCS(=O)(=O)C1 (stereo not given) | 2 | 6 | 17 | 100 | 104 | 102 | · | 6
COc1ccc(C(=O)/C=C/C(=O)N(CC(=O)NC2CCCCC2)CC2CCCO2)c(O)c1 (stereo not given) | 1 | -4 | 0 | 112 | 105 | 99 | -2 | -2

Some of these compounds in order of the LAP4-GFP MLPCN value, largest number first:
| mol | AHR act | MEP2-GFP yeast | RPL19A TOR yeast | LAP4-GFP MLPCN | EBNA-1 inhibitor | proCasp3 act |
| --- | --- | --- | --- | --- | --- | --- |
| O=C(CSc1nc(C2CC2)nc2c1cnn2-c1ccccc1)Nc1c[nH]c(=O)[nH]c1=O | 3 | 101 | 101 | 96 | -8 | -2 |
| CC(NC(=O)COc1ncnc2cc([N+](=O)[O-])ccc12)c1ccccc1 (stereo not given) | 2 | 98 | 99 | 92 | 1 | -1 |
| CCc1cccc(CC)c1NC(=O)COC(=O)c1ccccc1-c1nc2ccccc2s1 | 2 | 96 | 99 | 86 | -9 | 5 |

Following part
SMILES | AHR act | ZTA counter | procasp7 counter | MEP2-GFP yeast | RPL19A TOR yeast | LAP4-GFP MLPCN | EBNA-1 inhibitor | proCasp3 act
CC1(C)CCC(=O)N2CC[C@H]3C[C@H](OC(=O)Nc4ccc5c(c4)OCO5)C[C@@H]1[C@H]32 | 60* | 17 | 3 | 91 | 92 | 107 | 3 | 9
COc1ccccc1CC(=O)Nc1ccc(C(=O)N2CCCCC2)cc1 | -1 | 0 | 6 | 122 | 110 | 85 | 9 | 2
Cc1c(C)n(CCC#N)c2ccccc12 | 1 | -13 | 6 | 111 | 107 | 94 | -1 | -2
Cc1cccc(OCc2nc(C#N)c(N3CC(C)CC(C)C3)o2)c1 (stereo not given) | 8 | 2 | 7 | 105 | 99 | 107 | 7 | -2
Clc1ccc(OCCN2CCOCC2)cc1Cl | 9 | -7 | -4 | 136 | 75 | 138 | -6 | -1
COc1ccc(CNC(=O)[C@H](C)NC(=O)C2CCN(S(=O)(=O)c3ccccc3)CC2)cc1 | -2 | 6 | -9 | 105 | 104 | 97 | 1 | 1
O=C(CN1CCN(c2ccccc2O)CC1)Nc1cccnc1Cl | -2 | 11 | 0 | 95 | 95 | 99 | 12 | 8
Clc1cccc(Nc2c3c(nc4ncnn24)CCC3)c1 | -2 | 1 | 0 | 142[may fluoresce violet] | 65[may fluoresce violet] | 87[may fluoresce violet] | 14 | -6
Cn1cnnc1SCc1ccc(-c2ccc(Br)cc2)o1 | 3 | 12 | -12 | 102 | 103 | 108 | 3 | -2
CCOc1ccccc1N=C1NC(=O)CS1 | 3 | 12 | 5 | 91 | 97 | 106 | 8 | 4
CCC(=O)NC(=S)Nc1ccc(S(=O)(=O)NC(C)=O)cc1 | -3 | -11 | 0 | 100 | 98 | 96 | -5 | -7
COc1ccccc1C(=O)NNC(=O)C(=O)NC(C)C | 17 | -3 | 0 | 95 | 96 | 112 | -14 | -1
CC(=O)Nc1ccc(S(=O)(=O)NCCC(=O)NCCCc2ccccc2)cc1 | -2 | 8 | 7 | 92 | 97 | 97 | · | 6
CCC(=O)N(Cc1cccs1)C1CCOC(C)(C)C1 (stereo not given) | 2 | 8 | -4 | 95 | 102 | 99 | -2 | 5
O=C(CCn1c(=O)sc2ccccc21)NCc1ccccc1 | 6 | -19 | 2 | 105 | 100 | 108 | -6 | 1
O=C(Cc1cccc(NC(=O)C2CCN(C(=O)CCc3ccccc3)CC2)c1)Nc1cccc(C(=O)N2CCCC2)c1 | 0 | -1 | -1 | 85 | 98 | 98 | · | -13
Cn1cc(Br)c(C(=O)NNC(=O)c2ccc(Br)cc2)n1 | 7 | 17 | -1 | 111 | 97 | 107 | 4 | 8
O=C(c1ccco1)N1CCN(C(=S)Nc2ccccc2Cl)CC1 | -3 | 4 | -1 | 98 | 94 | 108 | -4 | -3
COc1ccc(/C=C/C(=O)N(C)C2CCCCC2)cc1Br | -1 | 18 | 0 | 125 | 106 | 132 | -4 | -3
COc1cc(OC)cc(-c2oc(=O)c3cc(OC)c(OC)cc3c2C(F)(F)F)c1 | 1 | · | 4 | 112 | 101 | 118 | · | 5
CCCCNC(=O)c1cn(CC)c2cc(N3CCN(C)CC3)c(F)cc2c1=O | 5 | 7 | 12 | 100 | 95 | 104 | 15 | 3
Clc1ccc2nc3c4ccccc4cnn3c2c1 | 105* | -10 | 2 | 99 | 96 | 84 | 7 | 3
CN(C(=O)CSc1nnc(-c2cccnc2)o1)C1CCCCC1 | 1 | 1 | 1 | 97 | 96 | 104 | · | 13
O=C(CN(C(=O)c1ccccc1)N1C(=O)CCC1=O)c1cccs1 | -6 | -5 | 6 | 94 | 102 | 93 | 2 | 1
Cc1ccc(NC(=O)C2=CC=CN3CCS(=O)(=O)N=C23)cc1 | 9 | 2 | 3 | 120 | 108 | 123 | · | -6

(next part)
SMILES | AHR act | ZTA counter | procasp7 counter | MEP2-GFP yeast | RPL19A TOR yeast | LAP4-GFP MLPCN | EBNA-1 inhibitor | proCasp3 act
O=S(=O)(Cc1ccc(Cl)cc1)NCc1cccnc1 | 1 | -7 | -11 | 104 | 98 | 110 | -4 | -4
O=C(NCC1OCCc2ccccc21)c1cc(COc2ccc(F)cc2Cl)on1 (stereo not given) | 1 | -3 | -1 | 107 | 111 | 100 | 8 | 9
COc1cc(NC(=O)Cn2cnc3c(OCc4ccccc4)ncnc32)cc(OC)c1OC | -1 | · | 10 | 92 | 91 | 97 | · | -7
Cc1ccc(C(=O)N2CCN(c3ccc(NC(=O)c4ccc(Br)o4)cc3)CC2)cc1 | -3 | -2 | -3 | 108 | 103 | 120 | 4 | -6
O=C(Nc1cc(S(=O)(=O)N2CCOCC2)ccc1N1CCOCC1)c1cc2c(s1)CCC2 | -1 | -2 | -3 | 97 | 94 | 105 | 2 | 12
Cc1cccc(OCC(O)CN2CC3(C)CC2CC(C)(C)C3)c1 (stereo not given) | -3 | 7 | -2 | 110 | 105 | 91 | 5 | -12
CCOC(=O)C1CCCN(C(=O)c2ccc3[nH]c4c(c3c2)CC(C)CC4)C1 (stereo not given) | 4 | 7 | -6 | 100 | 99 | 102 | · | 5
Cc1ccccc1NC(=O)Cc1nc(COC(=O)c2cccc([N+](=O)[O-])c2)cs1 | 2 | 11 | 0 | 107 | 106 | 94 | 4 | -1
CN1CCCN(S(=O)(=O)c2cccc(C#N)c2)CC1 | 0 | -7 | -18 | 103 | 97 | 89 | -17 | -7
CCN1CCN(c2nc3ccccc3nc2C(C#N)S(=O)(=O)c2ccc(C)c(C)c2)CC1 (stereo not given) | -2 | -6 | 2 | 120 | 92 | 114 | -1 | 8
COc1cc2oc(-c3ccc(O)cc3)cc(=O)c2c(O)c1OC | 11 | 0 | -2 | 124 | 95 | 108 | -8 | -2
Cc1ccc(C)c(NS(=O)(=O)c2cc(C(=O)NCc3ccccn3)ccc2Cl)c1 | -3 | 14 | -5 | 100 | 97 | 106 | -4 | 10
Cc1c(NC(=O)C(C)OC(=O)c2sc3ccccc3c2Cl)c(=O)n(-c2ccccc2)n1C (stereo not given) | 2 | -11 | -3 | 98 | 101 | 107 | -7 | 5
CSc1nc(C)c(Cl)c(C)c1C#N | 6 | 11 | 12 | 96 | 95 | 92 | 1 | 4
COc1ccc(Cc2nnc(NC(=O)C(C)C)s2)cc1 | 2 | 3 | 6 | 112 | 96 | 112 | -10 | -2

Compound activity (PubChem BioAssay)
